High-throughput results deposited in PubChem by several laboratories.
Keap1-Nrf2 PPI: Keap1-Nrf2 protein-protein interaction inhibitors, primary screen, biochemical, fluorescence polarization, single point. Kelch-like ECH-associated protein 1 (Homo sapiens), Q14145. Keap1 Kelch-Nrf2 peptide fluorescence polarization, 1536-well. inhibition, % at 9.4 µM. 0.15% of 340,000 active. AID 504523, 2011; in the data active = inhibition above about 12%;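 also: human Keap1 Kelch domain with fluorescein labeled Nrf2 9mer peptide probe; 0% = neutral control wells and 100% = peptide positive control; higher means more block of Keap1 binding to Nrf2 peptide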
PfHsp90 set2: growth inhibition of PfHsp90-expressing yeast, primary screen, antimalarial PfHsp90 inhibitor project, S. cerevisiae, BacTiter-Glo luminescence, single point, set 2. BacTiter-Glo ATP, 48 h; yeast lacking PDR1 and PDR3 efflux regulators. inhibition, % at 9.4 µM. 0.32% of 310,000 active. AID 504621, 2011;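 active = every replicate shows inhibition above about 80%, whatever the replicate mean, limit read from the data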;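 also: 0% = DMSO neutral controls and 100% = 20 µM radicicol positive controls; yeast relying on Plasmodium falciparum Hsp90 in place of its own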
RTF Ca sens act: cardiac RTF calcium sensitivity activators, primary screen, biochemical, IANBD-TnC fluorescence, EC20 calcium; AID 493008, 2010; IANBD-labeled TnC RTF fluorescence at EC20 calcium; 0% EC20 calcium, 100% full calcium; activation, % at 7.2 µM; Troponin I, cardiac muscle (Homo sapiens) + Troponin T, cardiac muscle (Homo sapiens) + …; 0.24% of 340,000 active;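 active = activation above the mean over all tested compounds plus 3 SD, cut at about 30% in these data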;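 also: rise in fluorescence read as greater calcium sensitivity of cardiac thin filaments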
LANA DNA inh: inhibitors of KSHV C-LANA binding to DNA, primary screen, biochemical, fluorescence polarization, FAM-LBS DNA, MBP-C-LANA, single point; 0.078% of 340,000 active; inhibition, % at 9 µM; Kaposi's sarcoma herpesvirus LANA C-terminal domain (residues 932-1162) DNA binding;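 active = highest replicate inhibition at or above 60% at 9 µM, even if other replicates fall short; inactive = all replicates below 60% inhibition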;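 also: 0% = neutral control wells and 100% = 4 µM acridine orange control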
dFosB activator: activators of delta FosB homodimer, primary screen, biochemical, fluorescence polarization, TAMRA-CDK5 oligo, single point; Protein FosB (Mus musculus), P13346; purified delta FosB; percent of positive-control signal above neutral wells; activation, % at 25 µM; 0.99% of 340,000 active; AID 493131, 2011;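 active = mean activation above about 17%, with every replicate also reaching it, limit read from the data, passing the limit was not always enough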;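 also: fluorescence polarization rise as delta FosB binds a TAMRA Cdk5 AP-1 oligo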
Target sequence (P13346 whole entry, looked up): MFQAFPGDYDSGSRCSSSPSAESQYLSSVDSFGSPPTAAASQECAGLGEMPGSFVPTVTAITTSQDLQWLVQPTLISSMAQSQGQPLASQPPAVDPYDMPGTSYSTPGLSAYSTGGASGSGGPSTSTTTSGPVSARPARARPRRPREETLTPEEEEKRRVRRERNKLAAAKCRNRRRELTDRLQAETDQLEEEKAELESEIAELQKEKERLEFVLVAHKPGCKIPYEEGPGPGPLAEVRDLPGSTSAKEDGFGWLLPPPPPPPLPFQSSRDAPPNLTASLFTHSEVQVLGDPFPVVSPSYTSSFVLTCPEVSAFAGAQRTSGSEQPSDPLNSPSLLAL
Mot1-301 SUMO: yeast Mot1-301 growth rescue at high temperature, primary screen, SUMOylation pathway inhibitor project, S. cerevisiae, ATP luminescence, 38.5C; S. cerevisiae Mot1-301 growth rescue; percent above DMSO median, 100 means doubled; growth rescue, % at 18.8 µM; 1% of 320,000 active;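 active = every valid replicate shows activation above 250% relative to neutral control wells; inactive = the rest, any valid replicate at or below 250%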;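 also: OY570 slx delta 5 strain wells were the positive control but not used for scaling; some compounds called inactive have numbers as strong as hits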
Cardiac RTF inh: cardiac RTF calcium sensitivity inhibitors, primary screen, biochemical, IANBD-TnC fluorescence, EC70 calcium | AID 493244, 2011 | Troponin I, cardiac muscle (Homo sapiens) + Troponin T, cardiac muscle (Homo sapiens) + … | IANBD-labeled cardiac RTF, Ca2+ fluorescence | inhibition, % at 7.15 µM | 0.12% of 340,000 active;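 active = inhibition above the mean inhibition of all tested compounds plus 3 SD, cut at about 17% in these data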;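 also: assay run at fixed EC70 calcium of 1.6 mM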
CDK5 p35 inh: inhibitors of human CDK5/p35 kinase, primary screen, biochemical, single concentration; Cyclin-dependent kinase 5 (Homo sapiens) + Cyclin-dependent kinase 5 activator 1 (Homo …; Recombinant CDK5/p35, ADP-Glo luminescence, 60 min; inhibition, % at 10 µM; 0.01% of 330,000 active; AID 488839, 2010;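 active = highest replicate inhibition of at least 50% and at least 75% of replicates reaching 50%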;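 also: plate controls were DMSO neutral control for no effect and GW8510 at 10 µM for full effect; many of its hits are not listed in these tables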
NSD2 inh: NSD2 histone methyltransferase inhibitors, primary screen, biochemical, AlphaScreen, single concentration, set 2. 0.54% of 310,000 active. NSD2 peptide methylation, 120 min. AID 743445, 2014. inhibition, % at 12.5 µM; in the data active = inhibition above about 50%
PvdQ inh: P. aeruginosa PvdQ acylase inhibitors, primary screen, biochemical, fluorescence, plate reader and imaging, single point. PvdQ acylase [Pseudomonas aeruginosa LESB58]. purified PvdQ acylase. 0.063% of 340,000 active. inhibition, % at 10 µM; in the data active = inhibition above about 30%, passing the limit was not always enough;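 also: 0% = vehicle neutral wells and 100% = reference inhibitor wells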
Rtt109 Vps75: inhibitors of C. albicans Rtt109/Vps75 HAT, primary screen, biochemical, ThioGlo CoA-SH fluorescence, plate reader; Histone acetyltransferase RTT109 (Candida albicans (strain SC5314 / ATCC MYA-2876)), …; purified Rtt109/Vps75, 4 h; inhibition, % at 34.9 µM; 0.16% of 330,000 active; AID 540336, 2011;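 active = inhibition of at least 50% in every replicate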
Target sequence (Q5AAJ8 whole entry, looked up): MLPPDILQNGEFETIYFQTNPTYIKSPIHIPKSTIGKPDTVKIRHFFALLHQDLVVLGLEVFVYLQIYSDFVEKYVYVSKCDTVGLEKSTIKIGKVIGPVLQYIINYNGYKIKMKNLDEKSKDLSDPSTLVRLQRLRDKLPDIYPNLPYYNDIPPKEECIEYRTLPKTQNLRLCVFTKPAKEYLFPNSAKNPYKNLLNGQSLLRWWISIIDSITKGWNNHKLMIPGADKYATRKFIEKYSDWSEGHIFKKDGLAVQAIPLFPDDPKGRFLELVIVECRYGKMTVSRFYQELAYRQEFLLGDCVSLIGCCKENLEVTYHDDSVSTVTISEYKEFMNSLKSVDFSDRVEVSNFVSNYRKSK
An asterisk follows results filed as active; . = no result given.

[1] CN(C)S(=O)(=O)c1cccc(NC(=O)CSc2cccc3cccnc23)c1
[2] CCn1cc(SCC(=O)N2CCc3ccccc32)c2ccccc21
[3] O=C(CS(=O)(=O)c1ccccc1)Nc1ncc([N+](=O)[O-])s1
[4] Cc1ccc(S(=O)(=O)N(CC(=O)Nc2cccc([N+](=O)[O-])c2)C(=O)N2CCN(C)CC2)cc1
[5] O=C(O)C1CCCCC1C(=O)Nc1nc(-c2cccs2)cs1 (configuration not stated)
[6] COc1cccc(C(=O)Cn2c(NCCCO)nc3ccccc32)c1
Assay by compound,1,2,3,4,5,6
Keap1-Nrf2 PPI,-4.6,-5.9,-1.7,-2.0,-2.7,-0.4
PfHsp90 set2,-0.4,-8.1,-16.4,16.7,-5.9,-9.5
RTF Ca sens act,6.9,-3.4,-0.8,-4.8,-6.4,3.9
LANA DNA inh,0.8,1.0,0.5,-1.1,0.1,1.4
dFosB activator,-10.9,2.9,-5.4,-4.4,5.8,3.0
Mot1-301 SUMO,5.4,2.3,-11.6,.,-5.7,-12.6
Cardiac RTF inh,1.0,-0.4,-4.5,-8.9,-13.5,-7.8
CDK5 p35 inh,0.4,-4.5,0.6,-0.2,-0.3,0.2
NSD2 inh,2.6,.,48.9,-1.6,-0.8,1.3
PvdQ inh,-26.0,-1.4,-4.2,0.3,4.0,-1.8
Rtt109 Vps75,-6.8,-6.4,11.6,0.5,-5.8,-0.3

Two entries from above, set out differently.
Value order: Keap1-Nrf2 PPI	PfHsp90 set2	RTF Ca sens act	LANA DNA inh	dFosB activator	Mot1-301 SUMO	Cardiac RTF inh	CDK5 p35 inh	NSD2 inh	PvdQ inh	Rtt109 Vps75
3: O=C(CS(=O)(=O)c1ccccc1)Nc1ncc([N+](=O)[O-])s1
 : -1.7	-16.4	-0.8	0.5	-5.4	-11.6	-4.5	0.6	48.9	-4.2	11.6
5: O=C(O)C1CCCCC1C(=O)Nc1nc(-c2cccs2)cs1 (configuration not stated)
 : -2.7	-5.9	-6.4	0.1	5.8	-5.7	-13.5	-0.3	-0.8	4.0	-5.8

Following part.
[7] Cc1ccc(C)c(N2CN(Cc3ccco3)CNC2=S)c1
[8] O=S(=O)(Cc1ccccc1)N1CCN(c2ccccc2)CC1
[9] Cc1ccc(-c2nnc(OCC3CCCO3)c3ccccc23)cc1 (configuration not stated)
[10] COc1ccccc1OCCCC(=O)NCc1ccco1
[11] Cc1c(-c2nc(-c3ccc(C(C)(C)C)cc3)no2)n(C)oc1=O
Assay by compound,7,8,9,10,11
Keap1-Nrf2 PPI,0.5,1.1,0.2,1.4,1.5
PfHsp90 set2,-3.3,-26.0,-6.0,.,-2.7
RTF Ca sens act,-5.8,-2.1,-2.2,6.9,0.9
LANA DNA inh,0.7,0.0,-3.7,-0.1,0.0
dFosB activator,-0.2,6.7,-7.7,-1.9,1.6
Mot1-301 SUMO,-10.3,583.4*,4.6,-9.1,-4.1
Cardiac RTF inh,-19.9,-12.6,-11.8,-5.7,-0.4
CDK5 p35 inh,-3.5,-0.1,0.2,0.8,-0.3
NSD2 inh,-0.6,4.4,-4.9,.,-4.8
PvdQ inh,1.0,-13.4,1.4,-30.8,-1.7
Rtt109 Vps75,5.1,-11.4,3.1,-2.0,-4.8

Molecules from the list above with sulfur, in the order listed:
[1] CN(C)S(=O)(=O)c1cccc(NC(=O)CSc2cccc3cccnc23)c1
[2] CCn1cc(SCC(=O)N2CCc3ccccc32)c2ccccc21
[3] O=C(CS(=O)(=O)c1ccccc1)Nc1ncc([N+](=O)[O-])s1
[4] Cc1ccc(S(=O)(=O)N(CC(=O)Nc2cccc([N+](=O)[O-])c2)C(=O)N2CCN(C)CC2)cc1
[5] O=C(O)C1CCCCC1C(=O)Nc1nc(-c2cccs2)cs1 (configuration not stated)
[7] Cc1ccc(C)c(N2CN(Cc3ccco3)CNC2=S)c1
[8] O=S(=O)(Cc1ccccc1)N1CCN(c2ccccc2)CC1
Assay by compound,1,2,3,4,5,7,8
Keap1-Nrf2 PPI,-4.6,-5.9,-1.7,-2.0,-2.7,0.5,1.1
PfHsp90 set2,-0.4,-8.1,-16.4,16.7,-5.9,-3.3,-26.0
RTF Ca sens act,6.9,-3.4,-0.8,-4.8,-6.4,-5.8,-2.1
LANA DNA inh,0.8,1.0,0.5,-1.1,0.1,0.7,0.0
dFosB activator,-10.9,2.9,-5.4,-4.4,5.8,-0.2,6.7
Mot1-301 SUMO,5.4,2.3,-11.6,.,-5.7,-10.3,583.4*
Cardiac RTF inh,1.0,-0.4,-4.5,-8.9,-13.5,-19.9,-12.6
CDK5 p35 inh,0.4,-4.5,0.6,-0.2,-0.3,-3.5,-0.1
NSD2 inh,2.6,.,48.9,-1.6,-0.8,-0.6,4.4
PvdQ inh,-26.0,-1.4,-4.2,0.3,4.0,1.0,-13.4
Rtt109 Vps75,-6.8,-6.4,11.6,0.5,-5.8,5.1,-11.4
